TRPC4 PAM – TRPC4 (mouse) allosteric potentiation; Q9QUQ5; HEK293 TRPC4beta/mu-opioid, DAMGO EC20, Fluo-4 Ca2+ flux; stronger effect = higher value; B-score at 10 µM; actives 0.42% (n = 310,000);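 active = B-score of calcium response area above 5 SD of library B-scores, with initial fluorescence ratio within 5 SD of library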;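 also: B-score of integrated fluorescence ratio over time as area under calcium response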
Target sequence (Q9QUQ5 whole entry, looked up): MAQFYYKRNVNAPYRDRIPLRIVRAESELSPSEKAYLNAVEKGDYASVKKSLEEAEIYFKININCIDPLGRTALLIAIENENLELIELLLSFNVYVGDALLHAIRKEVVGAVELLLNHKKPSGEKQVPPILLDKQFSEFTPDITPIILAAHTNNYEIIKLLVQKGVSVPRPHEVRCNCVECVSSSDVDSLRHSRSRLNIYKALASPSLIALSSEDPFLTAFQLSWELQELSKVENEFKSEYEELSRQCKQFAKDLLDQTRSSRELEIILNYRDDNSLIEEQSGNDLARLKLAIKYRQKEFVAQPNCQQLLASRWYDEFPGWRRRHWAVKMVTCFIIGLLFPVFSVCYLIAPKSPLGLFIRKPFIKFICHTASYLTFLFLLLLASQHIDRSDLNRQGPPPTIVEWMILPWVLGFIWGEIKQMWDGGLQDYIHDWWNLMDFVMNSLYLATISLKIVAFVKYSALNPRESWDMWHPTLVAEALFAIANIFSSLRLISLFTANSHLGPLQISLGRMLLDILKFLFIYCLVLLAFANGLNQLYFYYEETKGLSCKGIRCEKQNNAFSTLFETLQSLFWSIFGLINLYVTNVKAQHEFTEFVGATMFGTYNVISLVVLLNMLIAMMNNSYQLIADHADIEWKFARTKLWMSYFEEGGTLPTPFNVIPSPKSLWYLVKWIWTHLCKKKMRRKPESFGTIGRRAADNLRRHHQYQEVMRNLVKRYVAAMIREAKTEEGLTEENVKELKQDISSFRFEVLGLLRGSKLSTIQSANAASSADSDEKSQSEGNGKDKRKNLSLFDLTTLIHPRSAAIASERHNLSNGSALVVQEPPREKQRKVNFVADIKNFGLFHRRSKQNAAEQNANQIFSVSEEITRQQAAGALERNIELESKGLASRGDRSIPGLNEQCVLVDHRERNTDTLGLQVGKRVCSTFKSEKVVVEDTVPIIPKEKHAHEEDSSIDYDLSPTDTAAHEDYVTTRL
MrgX1 antag – antagonists of human MrgX1 receptor; Q96LB2; MRGX1-HEK293 calcium flux, Fluo-4, BAM8-22 antagonism; stronger effect = lower value; B-score at 10 µM; actives 1.3% (n = 310,000); AID 588676;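 active = calcium-response B-score plate-corrected more than 3 library SD below zero, starting fluorescence within 5 deviations, no agonist response on first addition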;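 also: peak minus trough fluorescence over baseline after final BAM8-22 challenge near maximal dose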
TRPC6 inh – inhibitors of mouse TRPC6 channel; Q61143; HEK293-TRPC6, membrane potential dye, ACh-evoked depolarization; stronger effect = lower value; B-score at 10 µM; actives 1.1% (n = 310,000); AID 2553;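 active = B-score under library mean minus 3 SD, initial fluorescence not abnormally high, positive integrated signal ratio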;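 also: B-score derived from integrated fluorescence ratio over the kinetic read; more negative B-score means stronger inhibition of depolarization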
ANO1 block – inhibitors of mouse TMEM16A calcium-activated chloride channel; Q8BHY3; HEK293 TMEM16A/YFP iodide influx fluorescence, ionomycin; normalized B-score (activity score, 25-100; higher = stronger inhibition) at 10 µM; actives 1.2% (n = 310,000);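 active = ratio plate-corrected score three or more library SD toward inhibition, starting fluorescence score within five deviations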;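 also: score derived from kinetic fluorescence span divided by baseline fluorescence per well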
TRPC4 inh – inhibitors of mouse TRPC4 channel; Q9QUQ5; HEK293 TRPC4beta/mu-opioid, DAMGO-evoked Fluo4 calcium flux; stronger effect = lower value; B-score at 10 µM; actives 0.39% (n = 300,000);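 active = B-score over 3 SD under the library average, no early fluorescence shift, positive overall ratio signal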
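test system = HEK293 cells with stable TRPC4beta plus mu-opioid receptor expression | detection = Fluo4 Ca2+ flux fluorescence | read-out = integrated fluorescence ratio relative to baseline, converted to per-well B score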
TMEM16A act – activates or potentiates the mouse TMEM16A chloride channel; Q8BHY3; HEK293 TMEM16A/YFP-H148Q/I152L, iodide quench fluorescence; stronger effect = lower value; B-score at 10 µM; actives 0.3% (n = 340,000);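 active = fluorescence-ratio B-score plate-corrected deviation score at least 3 library SD below zero, with starting fluorescence score within 5 deviations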;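 also: channel opened by trigger with iodide after compound preincubation; score built on the fluorescence ratio of max minus min over baseline; more negative score means more quench and so TMEM16A activation or potentiation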
TRPC4 act – TRPC4 (mouse) channel activation; Q9QUQ5; HEK293 TRPC4beta/mu-opioid, Fluo4 calcium fluorescence; stronger effect = higher value; B-score at 10 µM; actives 0.49% (n = 310,000);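 active = B-score above 5 SD of library B-scores, and initial fluorescence ratio not above library mean plus 5 SD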;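 also: positive B-score marks a calcium rise read as TRPC4 activation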
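Assay system: HEK293 stable line with TRPC4beta plus mu-opioid receptor. Times: dye 45 min RT, read 110 s. Measured by: kinetic Fluo4 calcium fluorescence. Measure: B score of integrated ratio. Controls: assay buffer as low control, maximal DAMGO as high control.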
MrgX1 ag – agonists of human MrgX1 receptor; B-score at 10 µM; Q96LB2; MrgX1-HEK293 cells, Fluo-4 calcium fluorescence, agonist mode; stronger effect = higher value; actives 0.44% (n = 310,000);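 active = calcium response B-score plate-corrected fluorescence ratio at least 3 library SD, with starting fluorescence B-score inside 5 SD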
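Assay system: MrgX1-expressing HEK293 cells / Amount: fifteen thousand cells per well / Doses: test compound in the initial addition of three / Timing: cells plated overnight, dye loaded 0.5 h 37 °C, 0.5 h room temperature / Technique: kinetic calcium dye fluorescence, Fluo-4 NW / Control set: positive and negative controls per plate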
SKKanGAS inh – SKKanGAS growth inhibition | S. pyogenes SKKanGAS, kanamycin growth, BacTiter-Glo, 6 h | inhibition, % at 7.5 µM | actives 1.3% (n = 300,000);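 active = mean replicate score, as percent of positive control median, at least 50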;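 also: strain carries kanamycin resistance gene driven by streptokinase promoter and grows in 40 µg/ml kanamycin; loss of luminescence reflects streptokinase promoter inhibition or plain growth inhibition; 0% = median of DMSO wells and 100% = positive control at its reference dose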
MrgX1 PAM – human MrgX1 positive allosteric modulation, primary screen; actives 0.63% (n = 310,000); AID 588675; B-score at 10 µM; MrgX1-HEK293, Fluo-4 calcium flux, FDSS; stronger effect = higher value;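 active = plate-corrected calcium response at least 3 library SD above typical, normal starting fluorescence, not activating the receptor alone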;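 also: compound read alongside a low EC10 to EC30 dose of BAM8-22 agonist; peak minus trough fluorescence over baseline measured at the second addition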
TRPC6 activator – mouse TRPC6 channel activation | Q61143 | HEK293-TRPC6 membrane potential dye fluorescence; stronger effect = higher value | B-score at 10 µM | actives 0.13% (n = 310,000);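 active = B-score of the integrated fluorescence ratio above library mean plus 3 SD, and starting fluorescence ratio within library mean plus 5 SD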;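 also: higher score means more depolarization so channel activation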
* hit, by the source's call; i = inactive; · = not tested or not shown.

Fields: TRPC4 PAM	MrgX1 antag	TRPC6 inh	ANO1 block	TRPC4 inh	TMEM16A act	TRPC4 act	MrgX1 ag	SKKanGAS inh	MrgX1 PAM	TRPC6 activator
CNC(=O)c1cc(Nc2nnc(-c3ccc(C)c(S(N)(=O)=O)c3)c3ccccc23)ccc1OC
  i	i	i	i	i	i	i	i	10	i	i
CCC1C(=O)N(c2nc(C)cc(C)n2)N=C1C (centres undefined)
  i	i	i	i	i	i	i	i	-2	i	i
COc1ccccc1NC(=O)CSc1nnnn1-c1ccccc1F
  i	i	i	i	i	i	73*	i	-3	i	i
CN(CC(=O)Nc1cccc(F)c1)C(=O)c1ccc(N2CCOCC2)c([N+](=O)[O-])c1
  i	i	-7*	i	i	i	i	i	-6	i	i
CS/C(=N\NC(N)=O)c1ccccc1
  i	i	i	i	i	i	i	i	-9	i	i
Cc1ccc(Cl)cc1S(=O)(=O)N1CCC(C(=O)NC2CCN(Cc3ccccc3)CC2)CC1
  i	i	i	i	i	i	i	i	-6	i	i
COc1ccccc1-c1nc(C#N)c(NCCCn2ccnc2)o1
  i	i	i	i	i	i	i	i	-4	i	i
C/C(=N\Nc1ccc(S(=O)(=O)N2CCOCC2)cc1[N+](=O)[O-])C(C)C
  i	i	i	i	i	i	i	i	-7	i	i
Cc1ccc(S(=O)(=O)n2nc(OC(=O)c3ccco3)cc2N)cc1
  i	i	i	i	i	i	i	i	0	i	i
O=C(OCCN1CCN(C2=NS(=O)(=O)c3ccccc32)CC1)c1ccccc1F
  i	i	i	i	i	i	i	i	-3	i	i
CCC(CC)C(=O)NCCc1cc2c(C)ccc(C)c2[nH]c1=O
  i	i	i	i	i	i	i	i	4	i	i
O=C(CCC1CCCN(C(=O)Cn2cnnn2)C1)NCc1ccc(F)c(F)c1 (centres undefined)
  i	i	i	i	i	i	i	i	-2	i	i
COc1ccc(CCNC(=O)CCNC(=O)c2ccc([N+](=O)[O-])cc2)cc1
  i	i	i	i	i	·	i	i	-9	i	i
CC1CN(C(=O)N2CCOCC2)CCN1C(=O)N1CCOCC1 (centres undefined)
  i	i	i	i	i	i	i	i	9	i	i
COc1cc(C)ccc1OCCCOc1cc(C)ccc1Cl
  i	i	i	i	i	i	i	i	31	i	i
O=C(C[n+]1cc(-c2ccc(F)cc2)n2c1CCC2)OCc1ccccc1
  i	i	i	i	i	i	i	i	-2	i	i
CCCN(CCC)C(=O)c1ccc2c(c1)N(CC)C(=O)c1ccccc1S2(=O)=O
  i	i	i	i	i	i	i	i	0	i	i
CCCCn1c(N)c(N(CCOC)C(=O)c2cc(S(=O)(=O)N3CCCCC3)ccc2Cl)c(=O)[nH]c1=O
  i	i	i	i	i	i	i	i	0	i	i
CCn1c(SCC(=O)N/N=C/c2c[nH]c3ccccc23)nnc1-c1ccc(Cl)cc1
  i	i	i	i	i	i	i	i	4	i	i
Cc1ccc(CNC(=O)COC(=O)CSc2ccc(Br)cc2C)cc1
  i	i	i	i	i	i	i	i	-1	i	i
Cc1cccc(Oc2ccc(S(=O)(=O)N3CCCCC3)cc2N)c1
  i	i	i	i	i	i	i	i	10	i	i
COc1ccc(C(=O)Nc2cc(C)on2)cc1[N+](=O)[O-]
  i	i	i	i	i	i	i	i	4	i	i
CCCn1c(C)cc(C(=O)COC(=O)CN=C2NS(=O)(=O)c3ccccc32)c1C
  i	i	i	i	i	i	i	i	-1	i	i
CCO/N=C(\C)c1c(O)c(CC)c(-c2ccccc2)n(-c2ccccc2)c1=O
  i	i	i	i	i	i	i	i	0	i	i
Cc1ccc(NC(=O)c2ccccc2CCc2ccccc2)c(C)c1
  i	i	i	i	i	i	i	i	-5	i	i
Cc1ccc(NC(=O)Nc2cnc3ccccc3c2)cc1
  i	i	i	i	i	i	i	i	11	i	i
Cc1ccc(N2C(=O)CC(c3ccsc3)C3=C2CC(C)(C)CC3=O)cc1 (centres undefined)
  i	i	i	i	i	i	i	i	-4	i	i
O=C(NCc1cccnc1)c1ccccn1
  i	i	i	i	i	i	i	i	-7	i	i
COc1ccc(-c2nnc(SCC(=O)Nc3ccc(C(=O)O)cc3)n2-c2ccc(Cl)cc2)cc1
  i	i	i	i	i	i	i	i	24	i	i
COc1ccc(O)c(CN2CCCC(N3CCN(c4ccc(F)cc4)CC3)C2)c1 (centres undefined)
  i	i	i	i	i	i	i	i	3	i	i
COc1ccc(C(F)(F)F)cc1N/C=C\c1nnnn1-c1ccc(C)cc1
  i	i	i	i	i	i	i	i	-1	i	i
O=S(=O)(c1ccc(Br)cc1)N1CCCN(Cc2ccccc2F)CC1
  i	i	i	i	i	i	i	i	2	i	i
CCNS(=O)(=O)c1ccc(C)c(-n2cnnn2)c1C
  i	i	i	i	i	i	i	i	-2	i	i
O=C(CNC(=S)N(Cc1ccccc1)Cc1ccccc1F)NCc1ccc(Cl)cc1
  i	·	i	·	i	i	i	·	31	·	i
CCOc1ccc(CC(=O)N/N=C/c2sccc2C)cc1
  i	i	i	i	i	i	i	i	20	i	i
Fc1ccccc1Cn1nnc2c(NCCc3ccccn3)ncnc21
  i	i	i	i	i	i	i	i	-6	i	i
O=C(c1scc2c1CCCC2)N1CCOCC1
  i	i	i	i	i	i	i	i	-3	i	i
Cc1ccc(C(=O)CNc2nc3c(c(=O)[nH]c(=O)n3C)n2Cc2ccccc2)cc1
  i	i	i	i	i	i	i	i	0	i	i
Cc1oc(-c2cc(F)ccc2F)nc1CN1CCC(C(=O)N2CCOCC2)CC1
  i	i	i	i	i	i	i	i	2	i	i
Cc1nc(-c2nnc(SCC(=O)Nc3ccc(C(F)(F)F)cc3)n2C)cs1
  i	i	i	i	i	i	i	i	-5	i	i
CC(C)Cc1ccc(C(C)C(=O)Nc2ccccc2O)cc1 (centres undefined)
  i	i	i	25*	i	i	i	i	-3	7*	i
C=CCOc1c(Br)cc(C2NC(=O)NC(C)=C2C(C)=O)cc1OCC (centres undefined)
  i	i	i	i	i	i	i	i	-3	i	i
CCC(NC(=O)NCCCn1ccnc1)(C(F)(F)F)C(F)(F)F
  i	i	i	i	i	i	i	i	-17	i	i
Clc1ccccc1-c1csc(Nc2cccnc2)n1
  i	i	i	i	i	i	i	i	-9	i	i
CCOc1ccc(CC(=O)N2CCN(c3ccc(N4CCOCC4)nn3)CC2)cc1OCC
  i	i	i	i	i	i	i	i	-5	i	i
Cc1ccccc1Nc1nc(N)nc(COC(=O)[C@@H](NC(=O)c2c(F)cccc2F)C(C)C)n1
  i	i	i	i	i	i	i	i	-15	i	i
CC(C)CCN1CC(C(=O)NCc2ccccc2)CC1=O (centres undefined)
  i	i	i	i	i	i	i	i	-7	i	i
Cc1ccc(NC2=NC3(CCCCC3)N=C(N)N2)c(C)c1
  i	i	i	i	i	i	i	i	0	i	i
CCCCCCSc1nsc(NC(=O)CCC)n1
  i	i	i	i	i	i	i	i	23	i	i
O=C(COC(=O)Cn1cnc2ccccc21)Nc1cccc([N+](=O)[O-])c1
  i	i	i	i	i	i	i	i	-3	i	i
CCCCNC(=O)Cn1c(=O)c2c(ncn2CC)n(Cc2ccccc2)c1=O
  i	i	i	i	i	i	i	i	-1	i	i
Cc1ncoc1C(=O)N1CCc2c([nH]c3ccccc23)C1c1ccccc1F (centres undefined)
  i	i	i	i	i	i	i	i	5	i	i
CCN(CC)CCNC(=O)Cn1nc(Cc2ccccc2)c2ccccc2c1=O
  i	i	i	i	i	i	i	i	5	i	i
CCN(CC)c1ccc(S(=O)(=O)N2CCOCC2)cc1NC(=O)CSc1nnc(N)s1
  i	i	i	i	i	i	i	i	8	i	i
O=C(O)COCC(=O)NCc1nc(-c2ccc(C(F)(F)F)cc2)no1
  i	i	i	i	i	i	i	i	1	i	i
O=C(/C=N/NC(=O)c1ccccc1Br)c1ccccc1
  i	i	i	i	i	i	i	i	-2	i	i
COC(=O)Nc1ccc(S(=O)(=O)N2CCCC(C(=O)NC3CCS(=O)(=O)C3)C2)cc1 (centres undefined)
  i	i	i	i	i	i	i	i	-11	i	i
Cc1[nH]nc(-c2ccc(O)cc2O)c1-c1ccc(Cl)cc1
  i	i	-5.8*	100*	-7*	i	i	i	-2	i	i
CSc1nc2ccc(NC(=O)C3=NN(c4ccccc4)C(=O)CC3)cc2s1
  i	i	i	i	i	i	i	i	-8	i	i
C/C(=N/NC(=O)c1nnn(-c2nonc2N)c1COc1ccccc1)c1ccccc1
  i	i	i	i	i	i	i	i	-3	i	i

Some entries already given with just TRPC4 act, TRPC4 inh and TRPC4 PAM.
SMILES	TRPC4 act	TRPC4 inh	TRPC4 PAM
Cc1ccccc1Nc1nc(N)nc(COC(=O)[C@@H](NC(=O)c2c(F)cccc2F)C(C)C)n1	i	i	i
CC(C)CCN1CC(C(=O)NCc2ccccc2)CC1=O (centres undefined)	i	i	i

(continued)
Fields: TRPC4 PAM	MrgX1 antag	TRPC6 inh	ANO1 block	TRPC4 inh	TMEM16A act	TRPC4 act	MrgX1 ag	SKKanGAS inh	MrgX1 PAM	TRPC6 activator
COc1ccc(CCNC(=O)CSc2nnc3ccc(-c4cccnc4)nn23)cc1
  i	i	i	i	i	i	i	i	-9	i	i
O=C(O)c1ccc[nH]c1=S
  i	i	i	i	i	i	i	i	4	i	i
COC(=O)c1cc2c(cc1N)OCCO2
  i	i	i	i	i	i	i	i	11	i	i
CC(C)(C)OC(=O)N1CCN(C(=O)OCC2c3ccccc3-c3ccccc32)CC1C(=O)O (centres undefined)
  i	i	i	i	i	i	i	i	6	i	i
S=c1[nH]nc(Cc2ccc(Cl)cc2)n1-c1ccc2c(c1)OCCO2
  i	i	i	i	i	i	i	i	-4	i	i
Cn1c(O)c(N=NC(=O)CNC(=O)c2ccccc2)c2ccccc21
  i	i	i	i	i	i	i	i	-1	i	i
CCOC(=O)c1nnc(-c2ccc(C)cc2)nc1Sc1ccccc1Cl
  i	i	i	i	i	i	i	i	3	i	i
